# Screening data from PubChem BioAssay.
# MLLE-PAM2 inh – blocks PAM2 peptide binding to the PABP1 MLLE domain | 0.36% of 360,000 active | inhibition, % at 20 µM | P11940 | GST-MLLE / FITC-PAM2 fluorescence polarization; in the data active means inhibition above about 35%, passing the limit was not always enough;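 further: plate controls were DMSO wells with GST-MLLE for no effect and wells lacking GST-MLLE protein for full effect; some results filed as inactive read as strong as hits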
# FAS-TE inh – inhibitors of human fatty acid synthase thioesterase domain; inhibition, % at 15 µM; recombinant FAS-TE, OMFH fluorogenic substrate, fluorescence endpoint; 0.67% of 360,000 active;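 active means compounds whose normalised, plate-corrected inhibition of enzyme fluorescence in the single-dose primary screen is 50% or more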;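 further: 0% = DMSO with enzyme and 100% = substrate without enzyme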
# Target sequence (P49327 whole entry, looked up, the tested form may be a part): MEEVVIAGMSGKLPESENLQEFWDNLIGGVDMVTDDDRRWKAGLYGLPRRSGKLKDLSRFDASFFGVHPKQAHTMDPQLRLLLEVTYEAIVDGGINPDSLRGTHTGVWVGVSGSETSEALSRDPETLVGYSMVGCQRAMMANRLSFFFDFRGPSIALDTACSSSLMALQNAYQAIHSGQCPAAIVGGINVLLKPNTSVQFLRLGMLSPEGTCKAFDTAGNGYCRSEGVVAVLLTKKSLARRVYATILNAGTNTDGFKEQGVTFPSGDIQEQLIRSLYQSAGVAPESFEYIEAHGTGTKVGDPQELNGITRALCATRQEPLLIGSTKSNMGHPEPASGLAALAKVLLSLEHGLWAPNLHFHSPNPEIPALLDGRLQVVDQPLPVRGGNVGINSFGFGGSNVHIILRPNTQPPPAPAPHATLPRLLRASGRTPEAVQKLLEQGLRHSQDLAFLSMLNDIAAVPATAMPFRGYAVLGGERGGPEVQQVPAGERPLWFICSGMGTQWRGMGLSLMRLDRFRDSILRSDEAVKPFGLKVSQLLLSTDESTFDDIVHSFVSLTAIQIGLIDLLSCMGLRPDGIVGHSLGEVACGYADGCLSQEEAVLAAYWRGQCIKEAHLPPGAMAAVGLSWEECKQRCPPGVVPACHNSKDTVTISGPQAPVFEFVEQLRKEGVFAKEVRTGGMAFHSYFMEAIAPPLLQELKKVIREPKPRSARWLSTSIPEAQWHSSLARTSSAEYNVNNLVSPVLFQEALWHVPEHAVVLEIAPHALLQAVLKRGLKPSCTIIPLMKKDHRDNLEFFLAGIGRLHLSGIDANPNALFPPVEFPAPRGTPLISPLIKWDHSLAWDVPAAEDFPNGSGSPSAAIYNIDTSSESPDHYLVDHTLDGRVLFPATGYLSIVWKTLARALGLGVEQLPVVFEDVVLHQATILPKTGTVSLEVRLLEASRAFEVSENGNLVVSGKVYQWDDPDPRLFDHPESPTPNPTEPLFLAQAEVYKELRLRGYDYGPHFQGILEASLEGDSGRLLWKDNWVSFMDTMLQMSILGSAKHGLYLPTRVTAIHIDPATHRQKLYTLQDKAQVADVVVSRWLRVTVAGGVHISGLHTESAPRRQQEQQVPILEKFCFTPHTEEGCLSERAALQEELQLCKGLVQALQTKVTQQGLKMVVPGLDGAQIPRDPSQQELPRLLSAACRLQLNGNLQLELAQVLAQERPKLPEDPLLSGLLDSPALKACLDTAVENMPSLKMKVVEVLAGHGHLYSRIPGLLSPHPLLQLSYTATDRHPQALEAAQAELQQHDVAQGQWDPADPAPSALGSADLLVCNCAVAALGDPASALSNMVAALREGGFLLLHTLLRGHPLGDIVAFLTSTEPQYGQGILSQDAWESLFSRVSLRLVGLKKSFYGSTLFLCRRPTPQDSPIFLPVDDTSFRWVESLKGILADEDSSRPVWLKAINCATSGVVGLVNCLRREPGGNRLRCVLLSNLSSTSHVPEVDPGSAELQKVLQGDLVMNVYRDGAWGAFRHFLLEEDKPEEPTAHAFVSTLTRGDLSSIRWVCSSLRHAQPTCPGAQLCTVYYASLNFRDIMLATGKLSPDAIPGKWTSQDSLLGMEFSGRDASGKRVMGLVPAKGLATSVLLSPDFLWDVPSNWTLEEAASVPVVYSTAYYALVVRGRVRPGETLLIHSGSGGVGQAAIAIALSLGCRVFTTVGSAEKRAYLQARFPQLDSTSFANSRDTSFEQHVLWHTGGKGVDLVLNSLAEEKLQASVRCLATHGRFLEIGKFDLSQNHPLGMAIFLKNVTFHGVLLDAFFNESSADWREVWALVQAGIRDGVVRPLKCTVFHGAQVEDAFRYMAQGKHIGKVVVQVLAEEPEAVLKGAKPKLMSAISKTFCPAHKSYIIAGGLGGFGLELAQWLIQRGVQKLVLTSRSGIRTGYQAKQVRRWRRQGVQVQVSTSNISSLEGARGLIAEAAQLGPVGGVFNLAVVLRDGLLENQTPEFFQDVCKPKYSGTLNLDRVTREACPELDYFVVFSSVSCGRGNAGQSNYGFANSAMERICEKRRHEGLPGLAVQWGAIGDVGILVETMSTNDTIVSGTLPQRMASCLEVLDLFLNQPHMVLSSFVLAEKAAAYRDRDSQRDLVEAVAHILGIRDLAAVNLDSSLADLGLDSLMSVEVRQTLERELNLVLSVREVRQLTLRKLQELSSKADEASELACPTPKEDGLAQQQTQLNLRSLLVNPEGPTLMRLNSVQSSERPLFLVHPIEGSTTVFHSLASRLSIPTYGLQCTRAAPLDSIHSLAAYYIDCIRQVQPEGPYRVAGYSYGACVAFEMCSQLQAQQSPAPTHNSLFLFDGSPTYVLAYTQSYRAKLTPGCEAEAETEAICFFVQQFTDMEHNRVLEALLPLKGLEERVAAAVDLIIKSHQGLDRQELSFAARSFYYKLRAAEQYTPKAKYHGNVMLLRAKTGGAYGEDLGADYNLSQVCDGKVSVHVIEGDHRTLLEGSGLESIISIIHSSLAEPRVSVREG
# SKN-1 block – inhibitors of C. elegans SKN-1; C. elegans VP596 Pgst-4::GFP/RFP ratio, acrylamide-induced, 24 h; AID 624304; 0.49% of 360,000 active; inhibition, % at 21.8 µM;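 active means interference check ratio from 0.5 to 1.5 plus GFP to RFP signal ratio inhibition reaching or exceeding a fixed threshold, cut at about 30% in these data, passing the limit was not always enough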; further: some compounds called inactive have numbers as strong as hits
# CSN inh – inhibitors of human CSN-mediated cullin deneddylation; 0.38% of 360,000 active; AID 651999; Q92905; inhibition, % at 12.5 µM; Purified CSN, SCF-Nedd8-OG deneddylation, fluorescence polarization;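 active means pattern-corrected inhibition above about 35%, with an unprinted fluorescence ratio check between 0.5 and 1.5, limit read from the data, passing the limit was not always enough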;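 further: 0% = enzyme with substrate and 100% = substrate without enzyme; some results filed as inactive read as strong as hits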
#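 Assay system: purified human Csn5 enzyme expressed in HEK293T cells; measure: % inhibition; also added: SCFSkp2-Nedd8OG substrate at 10 nM final; technique: fluorescence polarization; times: reaction 90 min, room temperature; medium: Tris buffer pH 7.5, NaCl, DTT, Tween-20, trehalose, ovalbumin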
# Rpn11 inh – Rpn11 (human) deubiquitinase inhibition; O00487; human 26S proteasome, Ub4-pepOG fluorescence polarization; 20S core pre-blocked with epoxomicin; calls only at 20 µM; 0.59% of 360,000 active; AID 588493;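 active means inhibition at 20 µM, scaled to each plate's controls, above about 33%, limit read from the data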
# MT1-MMP act inh – blocks activation of human MT1-MMP | HT1080 RFP-PRO-GFP cells, GFP/RFP ratio fluorescence, overnight; percent of plate control window, DMSO zero | GFP/RFP ratio change, % at 20 µM | 0.061% of 360,000 active;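 active means GFP/RFP ratio change of at least 30% with cell ATP level not reduced by more than half and red fluorescence within 50% of control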; further: strong numbers were not always called active
#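 Assay system: HT1080 cells carrying an RFP-PRO-GFP reporter | Dosing: Single dose of 20 µM compound, 1% DMSO final | Incubation: Cells overnight before dosing, compound overnight, 37 °C, 5% CO2 | Evaluation: GFP/RFP fluorescence ratio | Control set: DMSO and RFP-L50D-GFP cell wells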
# NadD inh – inhibitors of Staphylococcus aureus NadD. 0.78% of 360,000 active. AID 602399. inhibition, % at 20 µM. purified NadD enzyme, colorimetric absorbance read-out; in the data active means inhibition above about 26%; further: some compounds past the cut are filed as inactive
# Neddylation inh – cullin neddylation inhibition; TR-FRET cullin neddylation, biochemical; 0.58% of 360,000 active; P61081+Q13564; calls only at 25 µM; in the data active means inhibition above about 36%
# Rin1 Abl inh – inhibitors of human Rin1-Abl protein interaction; TR-FRET Rin1/Abl binding, biochemical; inhibition, % at 7.35 µM; 0.4% of 360,000 active; AID 588664; in the data active means inhibition above about 5%, passing the limit was not always enough
# Numbers without * were called inactive; i = inactive; nt = no result given.
SMILES,MLLE-PAM2 inh,FAS-TE inh,SKN-1 block,CSN inh,Rpn11 inh,MT1-MMP act inh,NadD inh,Neddylation inh,Rin1 Abl inh
COCCCNC(=O)Cn1c(=O)n(CCCCCC(=O)NCc2ccc3c(c2)OCO3)c(=O)c2sccc21,14.7,-4.5,-8.4,3.2,i,-0.8,-6.7,i,1.2
Cc1ccc(N(CN2C(=O)c3ccccc3C2=O)C(=O)c2ccc([N+](=O)[O-])cc2[N+](=O)[O-])cc1,9.6,33.0,-7.4,-0.2,i,-1.2,0.3,i,-2.2
Cc1cc(C)cc(OCC(=O)Nc2ccc(-n3cnnn3)cc2)c1,-1.8,1.2,-10.6,-0.7,i,2.5,-5.3,i,3.1
COc1ccc(NC2=CC(=O)N(C)C2=O)cc1,-3.8,-11.3,9.4,1.5,i,0.3,1.2,i,-0.8
CC(C)(O)c1cc2ccc(C#CCCN3C(=O)c4ccccc4C3=O)cc2c(=O)o1,3.4,-7.9,-6.2,-5.4,i,-5.8,-3.0,i,-2.3
COc1ccc(-c2cc(N)n(CCC#N)n2)c(OC)c1,5.1,-7.0,8.5,-3.3,i,-5.1,2.5,i,-1.9
CNS(=O)(=O)c1cccc(C(=O)NNC(=O)c2ccc(COc3ccccc3)cc2)c1,-2.6,-0.5,9.3,-1.3,i,1.6,-5.3,i,-0.5
COc1ccc(C2N(c3cc(C)on3)C(=O)C3CCCN32)cc1OC (centres undefined),-0.7,-7.3,-6.4,0.9,i,-1.6,5.5,i,2.9
COC(=O)N/N=C/c1cn(CCOc2ccccc2)c2ccccc12,0.1,11.7,-1.1,0.4,i,-0.3,-17.3,i,0.7
CSc1nc2oc3c(c2c2nncn12)CC(C)(C)SC3,44.7*,-9.4,-14.6,-3.3,i,-5.7,9.2,i,-0.5
COc1cccc(C(=O)NN/C(C)=C/C(=O)C(F)(F)C(F)(F)C(F)(F)F)c1,-9.2,9.0,14.4,2.1,i,7.5,-2.2,i,2.3
Cc1ccc(O)c(NC(=S)NC(=O)C(C)C)c1,28.3,-0.4,-4.1,0.7,i,7.0,-6.0,i,1.4

# Overlap with the part before: 2 compounds, followed by the next part.
SMILES,MLLE-PAM2 inh,FAS-TE inh,SKN-1 block,CSN inh,Rpn11 inh,MT1-MMP act inh,NadD inh,Neddylation inh,Rin1 Abl inh
COc1cccc(C(=O)NN/C(C)=C/C(=O)C(F)(F)C(F)(F)C(F)(F)F)c1,-9.2,9.0,14.4,2.1,i,7.5,-2.2,i,2.3
Cc1ccc(O)c(NC(=S)NC(=O)C(C)C)c1,28.3,-0.4,-4.1,0.7,i,7.0,-6.0,i,1.4
CN(C)C(CNC(=O)CNC(=O)c1ccc2ccccc2c1)c1ccccc1 (centres undefined),7.0,-4.7,2.7,-5.2,i,-2.7,-8.8,i,-0.5
Cc1nc(S(=O)(=O)c2ccc(Cl)cc2Cl)nc2c1CCC2,-5.3,-4.6,-5.9,-0.5,i,-2.2,-3.8,i,1.1
O=C(COC(=O)CCc1nc2ccccc2c(=O)[nH]1)Nc1c(Cl)cccc1C(F)(F)F,-28.8,-6.8,1.6,3.1,i,0.4,-2.5,i,1.2
Cc1cc(C)c2nc(N(CCN(C)C)C(=O)c3ccc(S(=O)(=O)N(C)CC4CCCO4)cc3)sc2c1 (centres undefined),8.2,18.6,14.9,1.2,i,3.7,-7.6,i,-0.8
O=C(CCl)N1c2ccccc2OCC1c1ccccc1 (centres undefined),-6.7,7.3,2.2,-1.2,i,0.5,-0.8,i,-2.3
Cc1cccc(OC(=O)Nc2ccc(C(=O)O)c(O)c2)c1,6.5,-3.3,13.2,-1.8,i,-4.5,-4.8,i,0.8
CC1=C(C(=O)N2CCCCCC2)CC(CC(=O)NC2CC2)C(=O)N1Cc1ccccc1 (centres undefined),5.8,-5.3,3.9,-1.1,i,1.5,-6.8,i,5.1
CC1CCN(C(=O)COc2ncnc3ccccc23)CC1,3.1,-4.6,-7.8,-2.1,i,1.2,-3.3,i,-0.5
Cc1ccc(O)c(NC(=O)CSc2ccc(Cl)cc2)c1,1.9,-1.0,1.9,-0.6,i,7.3,-2.6,i,1.1
CC(=O)NS(=O)(=O)c1ccc(N=NN2CCOCC2)cc1,-4.3,-10.0,20.7,-3.7,i,-3.4,1.8,i,3.5
Cc1ccccc1-c1nc2c(s1)CCc1onc(-c3cccc([N+](=O)[O-])c3)c1-2,1.0,7.1,4.2,0.0,i,0.1,-0.2,i,1.9
CC(C)(O)C#Cc1ccc(CN2CCN(Cc3ccsc3)C(CCO)C2)s1 (centres undefined),5.3,-4.3,6.0,3.3,i,0.0,-3.1,i,4.2
COC(=O)/C=C/COc1ccccc1[N+](=O)[O-],-8.0,-0.4,15.9,1.1,i,-1.0,-1.7,i,1.0
CCOCCCNC(=S)N1CCC(NC(=O)C23CC4CC(CC(C4)C2)C3)CC1,-75.5,-1.7,-8.6,2.8,i,-1.4,-4.0,i,-3.6
O=C(c1ccc(F)cc1)n1c(NCc2ccccc2)n[nH]c1=S,8.0,-4.7,3.7,10.5,i,6.6,-0.7,nt,4.2
COc1ccc(C(=O)Nc2nc(CC(=O)NCCc3ccccc3OC)cs2)cc1,5.7,4.0,-0.6,5.1,i,0.4,-3.4,i,-0.3
O=C(NCc1ccccc1)C(c1ccc(F)cc1)N(Cc1ccc2c(c1)OCO2)C(=O)Cn1nnc(-c2cccs2)n1 (centres undefined),-3.8,45.0,18.3,-3.3,i,-9.3,10.0,i,-0.6
O=C(CSc1ccc2nc(-c3ccccc3)cn2n1)NCC1CCCO1 (centres undefined),6.5,-4.0,-11.1,0.9,i,2.7,-3.3,nt,-2.1
COCCNC(=O)C(=O)Nc1cc2c3c(c1)CCC(=O)N3CCC2,-6.3,-4.6,10.9,-5.5,i,-6.8,-4.5,i,-0.7
COc1cc(C2SCC(=O)N2c2c(C)n(C)n(-c3ccccc3)c2=O)ccc1O (centres undefined),-10.3,-3.5,2.5,5.2,i,-1.0,2.7,i,0.8
O=C(NC1CCCC1)C1(c2ccccc2)CCN(S(=O)(=O)c2ccccc2)CC1,-4.4,13.5,-8.7,3.5,i,-0.7,5.7,i,2.0
CCCCCCCCC(=O)N/N=C(\C)c1ccc(O)cc1O,6.7,9.8,4.7,-5.8,i,-1.6,1.7,i,-6.1
COc1cccc(OCC(=O)NNC(=O)Cc2cccs2)c1,20.4,-5.8,2.3,-0.8,i,0.8,-3.8,i,1.8
Cn1c(COc2nnc(-c3ccc(Cl)cc3)c3ccccc23)nc2ccccc21,-3.9,5.8,7.1,5.2,i,-0.9,-0.1,i,2.5

# Structural class, the compounds so far containing two or more sulfur atoms
SMILES,MLLE-PAM2 inh,FAS-TE inh,SKN-1 block,CSN inh,Rpn11 inh,MT1-MMP act inh,NadD inh,Neddylation inh,Rin1 Abl inh
CSc1nc2oc3c(c2c2nncn12)CC(C)(C)SC3,44.7*,-9.4,-14.6,-3.3,i,-5.7,9.2,i,-0.5
Cc1cc(C)c2nc(N(CCN(C)C)C(=O)c3ccc(S(=O)(=O)N(C)CC4CCCO4)cc3)sc2c1 (centres undefined),8.2,18.6,14.9,1.2,i,3.7,-7.6,i,-0.8
CC(C)(O)C#Cc1ccc(CN2CCN(Cc3ccsc3)C(CCO)C2)s1 (centres undefined),5.3,-4.3,6.0,3.3,i,0.0,-3.1,i,4.2

# Continued.
SMILES,MLLE-PAM2 inh,FAS-TE inh,SKN-1 block,CSN inh,Rpn11 inh,MT1-MMP act inh,NadD inh,Neddylation inh,Rin1 Abl inh
Cc1ccc(NC(=O)CC(O)(C(F)(F)F)C(F)(F)F)c(Br)c1,-5.2,4.7,6.7,3.8,i,7.4,-5.2,i,1.8
CC(=O)c1c(C)[nH]c(C(=O)N2CCN(S(=O)(=O)c3ccc(C)cc3C)CC2)c1C,-5.6,-4.4,7.6,-5.2,i,2.9,-3.7,i,1.6
Cn1c(=O)c2c(ncn2CC(=O)OCC(=O)NC(c2ccccc2)c2ccccc2)n(C)c1=O,-5.0,-13.6,0.6,-4.4,i,-0.4,0.6,i,5.4
Cc1ccc(NC(=O)CSc2nnc(-c3cccs3)n2Cc2ccco2)cc1,-9.4,-1.3,13.7,4.8,i,-1.8,-1.2,i,1.9
Cc1c(Cl)cccc1NC(=S)NN,9.9,-2.8,-0.7,-1.2,i,-0.6,-1.9,i,-1.2
N#Cc1nc(-c2ccc(F)cc2)oc1NCCN1CCOCC1,2.9,-1.1,6.2,3.5,i,2.8,3.9,nt,0.0
COc1ccc(/C=C2/SC(=O)N(CCCCCC(=O)Nc3ccccc3C(=O)O)C2=S)cc1,-6.5,43.8,8.8,16.2,i,5.1,17.4,i,0.5
NCCc1ccn[nH]1,7.5,-9.5,-14.6,-3.8,i,6.0,-1.0,i,1.2
CCOC(=O)C1CSc2[nH]c(=O)sc2C1c1ccccc1 (centres undefined),29.6,-7.9,-17.7,3.2,i,-6.7,-5.4,i,0.7
Cc1ccc(CNC(=O)[C@@H](NC(=O)Cc2ccccc2)C(C)C)cc1,-28.4,-1.4,-0.9,-0.7,i,-1.6,9.4,i,0.2
O=C(CCN1CCN(C/C=C/c2ccccc2)CC1)Nc1ccccc1F,-1.7,-6.9,3.1,-1.0,i,-0.1,-3.0,i,1.4
COc1cccc(OC)c1C(=O)NC(=S)Nc1ccc(N2CCOCC2)c(Cl)c1,32.6,-24.2,7.7,5.6,i,-2.7,0.5,i,-1.8
CCOC(=O)c1c(C)oc(NC(=O)CCl)c1C(=O)OCC,11.3,-8.3,-8.4,-1.1,i,-2.2,-8.7,i,3.3
O=C(C[n+]1cc(Br)cc(Br)c1)c1cccc([N+](=O)[O-])c1,12.0,5.4,-3.6,7.7,i,0.0,16.5,i,-2.9
O=C(Nc1cc(S(=O)(=O)N2CCOCC2)ccc1N1CCOCC1)c1ccccc1F,4.4,0.2,14.7,-2.2,i,-1.1,-5.0,i,4.0
O=C(N/N=C/c1ccc(O)cc1)c1cccc(C(F)(F)F)c1,4.7,-3.2,1.1,-15.3,i,5.0,-1.2,i,-1.2
CCc1ccccc1NC(=O)Cn1nnc(-c2cccnc2)n1,7.8,-4.8,25.4,-1.1,i,3.9,0.0,i,-0.4
COc1ccc(C(=O)/C=C2/Sc3cc4c(cc3N2C)OCO4)cc1,13.8,-5.0,-4.8,-9.9,i,7.9,9.8,i,-0.1
CC1CN(S(=O)(=O)c2cccc(C(=O)Nc3ccc(N4CCCCC4)cc3)c2)CC(C)O1 (centres undefined),0.8,-8.6,-6.1,1.6,i,0.6,-0.8,i,-0.7
Cc1cc([N+](=O)[O-])nn1CC(=O)N1CCCc2ccccc21,-6.1,-5.3,0.2,-12.9,i,5.6,-1.1,i,1.9
COc1ccccc1N1CCN(C(=O)CN2C(=O)c3cccc4cccc(c34)C2=O)CC1,-6.2,13.0,-11.0,0.7,i,-1.3,-0.4,i,-4.8
COc1cc(OCc2ccccc2)c(C(=O)/C=C/c2ccc3c(c2)OCO3)c(OC)c1OC,-1.1,18.1,5.7,1.9,i,-14.9,0.7,i,1.1
CCC(C)(C)n1nnnc1C(c1ccc(C)cc1)N1CCN(Cc2ccc3c(c2)OCO3)CC1 (centres undefined),1.1,15.5,3.6,-0.9,i,-7.2,-7.4,i,3.3
Cc1cc(NC(=O)CCC(=O)N(c2ccccc2C)C(C(=O)NC2CCCC2)c2ccccc2)no1 (centres undefined),-3.2,1.1,3.5,0.4,i,-2.0,-2.5,i,-4.9
